S3 lipid droplet = qHTS Assay for Lipid Storage Modulators in Drosophila S3 Cells | Drosophila S3 cells, BODIPY lipid droplet fluorescence, 18-24 h; cells fed with added oleic acid | Potency in µM for hits, for the others lipid storage change, negative = inhibition, % at the top dose, mostly 46.1 µM | AID 2685 | hit rate 0.64% among 320,000; active = well fitted inhibition curve with a large enough effect in the signal ratio, with a control signal flat, not every such curve was filed as active; inconclusive = small, poorly fitted or top-dose-only effect, or effect the other way, or a change in a side signal; the % refers to the signal ratio
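Laser-scanning cytometry quantifies lipid droplet accumulation (500–530 nm total intensity; droplet/cell object ratio) in oleic acid-fed (400 uM added) Drosophila S3 cells treated with a concentration series. 20 uM Triacsin C defined 100% inhibition.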
S3 lipid droplet cell count max = further read-out of S3 lipid droplet, marked with its call; cell number change, %; measured here: cell count max response;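 cells counted by Cell Tracker Red CMTPX staining in the red channel; peak over a dose series mostly up to 46.1 µM; percent activity relative to internal control wells on each plate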
Numbers without * were called inactive; i = inactive; ? = inconclusive; / = not tested or not shown; [ ] = dose if it differs, or a comment. % is scaled to controls: 0 for no effect and ±100 for the full control effect; potency is read from the fitted curve at half-maximal effect.

Molecule	S3 lipid droplet	S3 lipid droplet cell count max
CNc1ccn(C2CCCO2)c(=O)n1 (stereo not given)	-13%	3
COc1ccc(/C=N/NC(=O)c2cc(-c3ccc(C)cc3C)nc3ccccc23)cc1COC(C)=O	?	/
CCOC(=O)c1c(C)c(C(=O)N2CCCCCC2)c(C)n1CC	?	/
O=C(N/N=C\c1ccncc1)c1ccccc1O	?	/
Cc1cc(S(=O)(=O)N2CCCC(C)C2)ccc1-n1cnnn1 (stereo not given)	?	/
COc1cccc(N(CC(=O)NCC2CCCO2)C(=O)CNS(=O)(=O)c2ccccc2)c1 (stereo not given)	14%	9
CCc1ccc(NC(=O)CSc2nc(O)cc(=O)n2C2CCCC2)cc1	?	/
c1ccn2cc(-c3ccc4c(c3)OCO4)cc2c1	-9%	-10
COc1cc2c(cc1OC)C(C)N(Cc1ccc3c(c1)OCO3)CC2 (stereo not given)	-7%	-16
CC(C)n1c(=S)[nH]c2cc(Cl)ccc21	-11%	-8
CCN(CC(=O)Nc1c(F)cccc1F)C(=O)c1cccc(S(=O)(=O)N(C)c2ccccc2)c1	?	/
N#CCSc1ccsc1C(=O)Nc1ccc(F)cc1	?	/
CC(C)(C)C1=CC(=O)C(N2CCOCC2)=CC1=O	?	/
COc1ccc(N2CC(C(=O)N(C)CC(=O)Nc3ccc(Cl)c(C(F)(F)F)c3)CC2=O)c(OC)c1 (stereo not given)	-19%[0.0737 µM]	/
CC(OC(=O)CCCSc1nc2ccccc2s1)C(=O)NC(N)=O (stereo not given)	?	/
CCN(CC)c1ccc(/C=C2\C(=O)N(c3nnc(C)c(=O)[nH]3)N=C2C)cc1	?	/
COc1ccc(CNC(=O)/C=C/c2ccccc2[N+](=O)[O-])cc1	23%[9.22 µM]	-8
O=S(=O)(c1ccccc1)c1cc(O)ccc1O	?	/
O=C(COC(=O)Cn1cnc2ccccc21)Nc1cccc([N+](=O)[O-])c1	?	/
CNc1ccccc1C(=O)OCC(C)=O	11%	-6
COc1ccc(S(=O)(=O)N2CCCCC2)cc1NC(=O)CSc1ncccn1	13%	10
CCC(C)C(=O)Nc1ccc(S(=O)(=O)Nc2nccs2)cc1 (stereo not given)	-10%	-8
O=C(CCS(=O)(=O)c1ccc(Cl)cc1)Nc1ccccc1Br	5%	16
COc1ccc(/C=N/N2CCOCC2)cc1COc1ccc(Cl)cc1	?	/
CC(OC(=O)CN1C(=O)NC2(CCCC2)C1=O)c1ccc(F)cc1 (stereo not given)	?	/
Cc1ccc(N(Cc2cc(=O)[nH]c3ccccc23)C(=O)C(C)C)c(C)c1	?	/
Cn1nnnc1SC(C(=O)Nc1cccc(C(F)(F)F)c1)c1ccccc1 (stereo not given)	?	/
CC(C)(C)OC(=O)NCCCC[C@H](NC(=O)c1nc[nH]c1C(=O)NCc1ccc(CNC(=O)OC(C)(C)C)cc1)C(=O)OC(C)(C)C	?	/
Cc1nn(-c2ccccc2)c2c1C(c1ccc(O)c(O)c1)N1C(=N2)C(Nc2ccccc2)=Nc2ccccc21 (stereo not given)	?	/
Cc1ccc(S(=O)(=O)N2CCOCC2)cc1NC(=O)COC(=O)CCC(=O)c1cccs1	0%	-15

Part of the list above in order of heavy-atom count, high to low:
Molecule	S3 lipid droplet	S3 lipid droplet cell count max
Cc1ccc(N(Cc2cc(=O)[nH]c3ccccc23)C(=O)C(C)C)c(C)c1	?	/
CC(OC(=O)CN1C(=O)NC2(CCCC2)C1=O)c1ccc(F)cc1 (stereo not given)	?	/
O=C(CCS(=O)(=O)c1ccc(Cl)cc1)Nc1ccccc1Br	5%	16

More records:
Molecule	S3 lipid droplet	S3 lipid droplet cell count max
Oc1c(Cl)cc(Cl)cc1/C=C/c1ccc2cccc(O)c2n1	?	/
Cc1cc(C)c(S(=O)(=O)NCCCn2ccnc2)cc1C	11%	5
O=C(COc1ccc(Cl)cc1Cl)OCC(=O)c1ccc[nH]1	?	/
O=C(OC1CCOC1=O)c1cncc(Br)c1 (stereo not given)	?	/
CC(C)(C)CC(=O)Nc1cc2c3c(c1)CCC(=O)N3CCC2	?	/
Cc1nnc(SCC(=O)Nc2sccc2C#N)s1	?	/
O=C(COC(=O)Cc1ccccc1F)NCCNC(=O)COC(=O)Cc1ccccc1F	0%	/
NC(=O)C1CCN(c2ncnc3c2c(-c2ccccc2)cn3-c2ccccc2)CC1	?	/
O=S(=O)(c1cccc(F)c1)N1CCc2sccc2C1c1ccc(OC(F)(F)F)cc1 (stereo not given)	13%	-13
Cc1ccc(Nc2nc(C(=O)NCCCN3CCOCC3)cs2)cc1	?	/
CCN(CC(=O)NCc1ccc(F)cc1)C(=O)/C=C/c1ccc(S(=O)(=O)N(CC)CC)cc1	?	/
O=C(CCC(=O)N1CCOc2ccccc21)NCCCN1CCOCC1	?	/
COC(=O)Cc1cc(=O)[nH]c(/N=C(\N)Nc2ccc(C)cc2)n1	?	/
CN(C)CCCNC(=S)N1CCN(c2nc(-c3ccccc3)cs2)CC1	?	/
CCc1ccc(C(=O)COC(=O)CNC(=O)CNS(=O)(=O)c2ccccc2)cc1	?	/
NC(=O)CSc1nc(C2CC2)nc2sc3c(c12)CCCC3	0%	17
CC(=O)N1CCc2ccc(S(=O)(=O)N3CCN(C)CC3)cc21	2%	-2
CNC(=O)C1CC(=O)N(Cc2ccccc2)C(=Nc2ccc(OC)cc2)S1 (stereo not given)	8%	-6
Cc1ccc2c(Cl)cc(Cl)c(OCC(=O)NC3CCS(=O)(=O)C3)c2n1 (stereo not given)	?	/
Cc1ccc(C)n1NC(=O)c1ccc(Cl)cc1Cl	17%	1

Additional structures follow.
Order of values: S3 lipid droplet | S3 lipid droplet cell count max
CC(=O)N1CCN(S(=O)(=O)c2cccc(C(=O)Nc3ccccc3N3CCOCC3)c2)CC1
→ i | /
COCCNC(=O)/C(C#N)=C\c1ccc(CNS(=O)(=O)c2ccccc2)o1
→ ? | /
COCCN1C(=O)C(=O)/C(=C(/O)c2ccc(S(=O)(=O)N3CCOCC3)cc2)C1c1ccc(C(C)C)cc1 (stereo not given)
→ ? | /
O=C(CN1C(=O)C2CC=CCC2C1=O)NCC(=O)Nc1ccc(F)c(F)c1 (stereo not given)
→ ? | /
Cc1ccc(N(C(=O)CC2NC(=O)NC2=O)C2(C(=O)NC3CCCC3)CCCCC2)cc1 (stereo not given)
→ ? | /
CCSc1ccc(C(=O)Nc2cccc(C)n2)cc1[N+](=O)[O-]
→ 9% | 15
CCOc1ccc(Br)cc1C(=O)N/N=C/c1cccnc1
→ 6% | 22
O=C(Nc1cccnc1)c1cc(-c2ccc(Br)cc2)on1
→ ? | /
Cc1c(O)ccc(C(=O)COc2ccc(F)cc2)c1O
→ ? | /
CCCOc1ccc(/C(O)=C2\C(=O)C(=O)N(c3ccccn3)C2c2ccccc2F)cc1C (stereo not given)
→ ? | /
Cc1nc(/C=C/c2ccccc2)[nH]c(=O)c1-c1ccccc1
→ 8% | -11
CN1CCC(N(C)S(=O)(=O)c2ccc(Cl)cc2)CC1
→ i | 1
O=C(Nc1ccc(CN2CCOCC2)cc1)c1cc(Br)ccc1Cl
→ ? | /
COc1ccccc1C(=O)NC(=O)COC(=O)c1cccc(OC(F)F)c1
→ ? | /
CC(OC(=O)C1CC(=O)N(Cc2ccco2)C1)C(=O)Nc1cccc(C#N)c1 (stereo not given)
→ ? | /
Cc1nn(C)cc1C(C)NC(=O)c1cc(COc2c(F)cccc2F)on1 (stereo not given)
→ 18% | 2
O=C1NCCCC1C(=O)N/N=C/c1ccccc1O (stereo not given)
→ -19% | -26
Cc1ccc2c(c1)C1CCCC3C1N2CC(=O)N3Cc1ccccc1 (stereo not given)
→ i | /
COc1ccc(C)cc1S(=O)(=O)Nc1cc2c3c(c1)CCC(=O)N3CCC2
→ 7%[0.0737 µM] | -19
CC1CC(N(C(=O)c2ccc(Cl)cc2)c2ccccc2)c2ccccc2N1C(=O)c1ccco1 (stereo not given)
→ ? | /
O=C(COC(=O)C1=COCCO1)NCc1ccc(Cl)cc1
→ ? | /
Cc1nn(C)c(C)c1S(=O)(=O)NC1CCCc2ccccc21 (stereo not given)
→ 2% | 3
CN(CCc1ccccn1)Cc1ccc(Cl)cc1
→ -5% | 7
CCNC(=S)NNC(=O)Cn1nc(C)cc1C
→ ? | /
CC(C)Cc1ccc(S(=O)(=O)Nc2cccnc2)cc1
→ ? | /
CCOC(=O)CC(NC(=O)Cc1ccccc1)c1ccccc1Cl (stereo not given)
→ i | -15
O=C(Nc1cccnc1Cl)c1cccnc1Cl
→ ? | /
CC(C)Oc1cccc(C(=O)NC(=S)NCc2cccnc2)c1
→ ? | /
Cc1nn(-c2ccccc2)c(C)c1/C=N/NC(=O)CSc1nnc(SCc2cccc3ccccc23)s1
→ 13% | 5
COCc1cc(=O)[nH]c(/N=C(\N)Nc2ccc(C)cc2C)n1
→ 15% | 4
O=C(NCCN1CCOCC1)c1sc2cc(Cl)ccc2c1Cl
→ 4.6µM* | -3.2*
CCN(CC(=O)Nc1cccc(OC)c1)CC(=O)Nc1ccc(C)cc1Cl
→ ? | /
O=C(Nc1cccc(-c2cn3cccnc3n2)c1)c1ccco1
→ ? | /
Cc1cc2cc3c(N)[nH]nc3nc2cc1C
→ 17% | -7
COc1cc(C(=O)OCc2cc(=O)oc3c(C)c(C)ccc23)ccc1OC(F)F
→ ? | /
Cc1nn(CC(=O)NCCN2CCCCCC2)c(=O)c2nn(-c3ccccc3)c(C)c12
→ i | -9
COc1ccc(/C=N/NC(=O)CCSc2nc3ccccc3s2)cc1
→ ? | /
COc1ccc(OCCn2cc(/C(N)=N/O)c3ccccc32)cc1
→ -5% | 2
CC1CCCCN1S(=O)(=O)c1csc(C(N)=O)c1 (stereo not given)
→ 18% | /
O=C(CCC(=O)Nc1nnc(C2CCCCC2)s1)NCc1ccccc1
→ -7% | 14
Cc1cccc(NC(=S)N(CCCN2CCOCC2)Cc2cn(C)c3ccccc23)c1
→ 25% | 3
Cc1cc(C)c2nc(NNC(=O)c3ccc(S(=O)(=O)N4CCCCC4)cc3)sc2c1
→ ? | /
O=C1CC(c2ccco2)Sc2ccccc2N1 (stereo not given)
→ 12% | 6
CSc1ncccc1C(=O)Nc1nc2ccc(F)cc2s1
→ 2% | -15
Cc1[nH]n(-c2ccccc2)c(=O)c1N=Nc1ccc(C(=O)O)cc1
→ ? | /
CCc1noc(C)c1C(=O)Nc1nc(-c2ccccc2)c(C(C)=O)s1
→ 3% | -7
CCOC(=O)c1c(C)c(C(=O)Nc2cc(OC)ccc2OC)c(C)n1CC
→ ? | /
Cc1ccc(NS(=O)(=O)c2ccc(NC(=O)c3cccs3)cc2)cc1
→ -3% | 11
CC(C)(Oc1ccc(Cl)cc1)C(=O)OCC(=O)NCCc1ccccc1
→ -5% | 7
COc1ccc(C2=CC(=O)OC(C)(c3ccccc3)O2)cc1 (stereo not given)
→ ? | /

Continuation:
Order of values: S3 lipid droplet | S3 lipid droplet cell count max
O=C(Cc1ccccc1)Nc1ccc(C(=O)O)cc1
→ 1% | 11
CCOC(=O)N1CCN(C(=O)c2ccc(N(Cc3ccc(C)cc3)S(C)(=O)=O)cc2)CC1
→ ? | /
C/C(CC(=O)Nc1cccc2c1CCCC2)=N\NC(=O)c1ccccc1N
→ -14% | -6
COCCNCc1ccc(C(C)C)cc1
→ ? | /
C=CCN1C(=O)NC(c2ccccc2)(C(F)(F)F)S/C1=C(\C#N)c1nnc(N2CCOCC2)n1-c1ccccc1 (stereo not given)
→ 12% | -16
O=C(NC(N1CCOCC1)C(Cl)(Cl)Cl)c1ccc(Br)cc1 (stereo not given)
→ -1% | -17
CSc1nc(N2CCOCC2)c2c3c(sc2n1)CCCC3
→ ? | /
COc1ccc(CC(=O)O/N=C(\N)Cc2cccc3ccccc23)cc1OC
→ 27% | -2
CN(C(=O)CN(CCO)CC(=O)N(C)C(C)(C)Cc1ccccc1)C(C)(C)Cc1ccccc1
→ 7% | -6
Cc1ccc(N(Cc2cc3ccccc3[nH]c2=O)S(=O)(=O)c2ccccc2)cc1
→ -2% | -14

The closing 5 compounds of the section before are carried over, then new ones follow:
Order of values: S3 lipid droplet | S3 lipid droplet cell count max
O=C(NC(N1CCOCC1)C(Cl)(Cl)Cl)c1ccc(Br)cc1 (stereo not given)
→ -1% | -17
CSc1nc(N2CCOCC2)c2c3c(sc2n1)CCCC3
→ ? | /
COc1ccc(CC(=O)O/N=C(\N)Cc2cccc3ccccc23)cc1OC
→ 27% | -2
CN(C(=O)CN(CCO)CC(=O)N(C)C(C)(C)Cc1ccccc1)C(C)(C)Cc1ccccc1
→ 7% | -6
Cc1ccc(N(Cc2cc3ccccc3[nH]c2=O)S(=O)(=O)c2ccccc2)cc1
→ -2% | -14
CC(OC(=O)c1cccc(-n2cnnn2)c1)C(=O)Nc1cccc(Cl)c1 (stereo not given)
→ ? | /
COc1ccc(/C=C2\NC(=S)N(CC3CCCO3)C2=O)c(OC)c1 (stereo not given)
→ i | -1
COCc1c(C(=O)OCC(=O)Nc2ccc(OC(F)F)cc2)oc2ccccc12
→ ? | /
COCCn1c(C)cc(C(=O)CSc2nc3nc(C)cc(C)n3n2)c1C
→ ? | /
Cc1cc(Cl)ccc1OC(C)C(=O)N1CCCN(C(=O)C(C)Oc2ccc(Cl)cc2C)CC1 (stereo not given)
→ ? | /
c1ccc2c(N3CCCC3)nc(-c3ccncc3)nc2c1
→ 4% | 11
COC(=O)/C=C/c1ccsc1NC(C)=O
→ 0% | 25
CSc1c(CC(=O)Nc2ccccc2C(F)(F)F)n(Cc2ccccc2)c2ccccc12
→ ? | /

Only part of the results is shown (hit frequency here may not be typical).
